PTHR1 agonist – agonists of human PTHR1 parathyroid hormone receptor | Potency, µM (series often up to 115 µM), without a hit: at the top dose activation, usual class: activators | actives 0.075% (n = 410,000) | HEK293 GP2 PTHR1 cells, GloSensor cAMP luminescence, 1 h; note: potency is the fitted concentration of half-maximal effect; nearly all actives have a fitted effect of over 55% in size; some results filed as inactive show a strong effect at the top dose; inactives centre near -15; many of its hits are not listed in these tables
Target sequence (Q03431 whole entry, looked up): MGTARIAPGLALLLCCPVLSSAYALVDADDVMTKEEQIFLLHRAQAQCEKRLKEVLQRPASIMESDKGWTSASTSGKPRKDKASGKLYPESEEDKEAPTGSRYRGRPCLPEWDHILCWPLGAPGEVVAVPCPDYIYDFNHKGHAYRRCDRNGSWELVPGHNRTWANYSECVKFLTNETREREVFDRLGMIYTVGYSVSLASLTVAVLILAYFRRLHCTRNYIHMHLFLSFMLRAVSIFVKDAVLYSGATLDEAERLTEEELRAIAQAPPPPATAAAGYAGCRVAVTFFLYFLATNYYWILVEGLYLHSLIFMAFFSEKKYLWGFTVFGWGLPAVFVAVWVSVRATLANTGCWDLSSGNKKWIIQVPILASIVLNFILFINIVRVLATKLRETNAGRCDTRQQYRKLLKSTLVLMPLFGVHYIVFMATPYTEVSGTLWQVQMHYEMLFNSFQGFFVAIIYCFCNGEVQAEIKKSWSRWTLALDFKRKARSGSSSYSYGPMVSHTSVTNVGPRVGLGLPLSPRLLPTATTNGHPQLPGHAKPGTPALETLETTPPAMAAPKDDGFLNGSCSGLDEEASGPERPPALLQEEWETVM
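HEK-293-derived GP2 cells expressing PTHR1 and a GloSensor cAMP reporter, 3,000/well, plated overnight, given luciferin plus IBMX (each 0.5 mM as added) for 1 h at 37 °C, then compound for 1 h at 37 °C. Luminescence was read after 15 min at room temperature.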
Akt phos inh – blocks phosphorylation of Akt | Neuro2A IGF-stimulated pAkt S473 HTRF, 20 min; stronger effect = lower value | actives 0.32% (n = 360,000) | AID 651550 | activity change, % for hits at 50 µM; in the data active = activity change below about -80%; inconclusive = mostly about -51% to -80%; note: % is set by controls: 0 for no effect and ±100 for the full control effect
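Neuro2A cells in DMEM with 0.5% FBS, overnight at 37 deg C, given compound at single 50 µM final, then IGF (6 nM final) for 20 min at 37 deg C. Lysed; phospho-Akt Ser473 by HTRF after 24 h, 665/615 ratio.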
FUS suppressor – suppressors of FUS proteinopathy in yeast; Potency, µM (series often up to 76.6 µM), inactives show at the top dose growth rescue (activation), usual class: activators; S. cerevisiae FUS-expressing, growth rescue, OD600, 24 h; actives 0.24% (n = 390,000); AID 1347120;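 note: potency is the fitted concentration of half-maximal effect; plate controls were DMSO vehicle for no effect and reference control for full effect; nearly all actives have a fitted effect of over 55% in size; some results filed as inactive show a strong effect at the top dose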
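Steps: raffinose overnight preculture; dilution to OD 0.005 in 2% galactose minimal medium; compound addition (concentration series); 24hr at 30C, 99% humidity; absorbance read at 600 nm.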
MmCpn inh – blocks the Methanococcus maripaludis chaperonin Mm-Cpn. purified Mm-Cpn ATPase, ADP Transcreener TR-FRET. Potency, µM (titrated, usually from 76.9 µM), for the others: top-dose activity, negative = inhibition, actives largely listed as inhibitors. actives 0.031% (n = 330,000); note: potency is the fitted concentration of half-maximal effect; % is set by controls: 0 for no effect and ±100 for the full control effect; nearly all actives have a fitted effect of over 80% in size
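Measured: ADP formation by purified Mm-CPN. Conditions: 25 nM protein, 10 uM ATP, Tris pH 7.4 with Mg2+, K+ and DTT, 37°C for 30 min. Detection: Transcreener HTRF after 30 min at room temperature.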
GLP1R cytotox – cytotoxicity in counter-screen for GLP-1R inverse agonists; HEK293 cAMP-luciferase reporter cells, luminescence, 24 h; Potency, µM (top dose mostly 38.3 µM), inactives show at the highest dose activity change, negative = inhibition, hits mostly inhibitors; AID 624418; actives 0.13% (n = 410,000);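 note: loss of luciferase light is scored as toxicity; potency is the fitted concentration of half-maximal effect; % is set by controls: 0 for no effect and ±100 for the full control effect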
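Luminescence readout: signal drop marks cytotoxicity. Plated cells grew 12 h at 37 °C, 5% CO2, received 23 nL compound for 24 h, then got luciferase reagent, read after 12 min at RT.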
TDP43 rescue – rescues yeast growth from TDP-43 toxicity. TDP-43 expressing yeast growth rescue, BacTiter-Glo, 24 h. Potency, µM (top dose mostly 46.1 µM), without a hit: at the top dose growth rescue (activation), usual class: activators. actives 1.8% (n = 410,000); note: potency is the fitted concentration of half-maximal effect; % of control where 0% means no effect; nearly all actives have a fitted effect of over 50% in size
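In this qHTS, compounds that restore growth of yeast expressing TDP-43 appear as activators. Cells (OD600=0.02, galactose medium, raffinose-pregrown) are incubated with compound 24 hr at 30 deg C and growth is quantified by BacTiter-Glo.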
aSyn yeast inh – rescues yeast growth from alpha-synuclein toxicity. Potency, µM (doses to about 46.1 µM), inactives show top-dose growth rescue (activation), usual class: activators. AID 652106. actives 0.14% (n = 370,000). Yeast expressing alpha-synuclein, growth rescue, BacTiter-Glo, 24 h; note: potency is the fitted concentration of half-maximal effect; % of control where 0% means no effect; nearly all actives have a fitted effect of over 65% in size
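Screening used galactose-induced yeast with toxic alpha-synuclein levels, exposed to compound for 24 hr at 30 deg C. Cell growth, read with BacTiter-Glo luminescence, gave the measured signal.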
Abeta yeast res – restores growth of yeast expressing A-beta42 peptide; yeast expressing A-beta42, growth rescue, OD600, 48 h; response scale: 0% DMSO, 100% iron-clioquinol control; Potency, µM (series often up to 46.1 µM), for the others: at the top dose growth rescue, usual class: activators; actives 0.063% (n = 410,000); AID 1347071; note: potency is the fitted concentration of half-maximal effect; nearly all actives have a fitted effect of over 55% in size
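Growth rescue measured by 600 nm absorbance after 48 h yeast culture at 30 C with compound. Values normalized between DMSO and an equimolar ferric chloride plus clioquinol control.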
GLP-1R inv ag – acts as inverse agonist at human GLP-1 receptor; P43220; HEK293 GLP-1R CRE-luciferase, luminescence, 24 h; GLP-1R form is constitutively active; Potency, µM (titrated, usually from 38.3 µM), for the others: top-dose activity change, negative = inhibition, hits mostly inhibitors; actives 1.6% (n = 410,000); note: potency is the fitted concentration of half-maximal effect; % is set by controls: 0 for no effect and ±100 for the full control effect; nearly all actives have a fitted effect of over 55% in size
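Seeding at 200 cells/uL, 12 h culture, 24 hr compound treatment, then luciferase reagent and a luminescence read; cells are HEK293 stably expressing a constitutively active GLP-1R plus cAMP-responsive luciferase.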
Starred values were filed as active, the others as inactive; i = inactive; ? = inconclusive; . = not tested or not shown; & = joins results of further samples; [ ] = dose if it differs, or a comment. Unless noted, calls come from the whole dose curve; as a rule, active = well fitted curve in the direction sought with a large enough effect; inconclusive = small, poorly fitted or top-dose-only effect, or another doubt; inactive = no such curve, though single readings can be large; an effect the other way counts as inactive or inconclusive. The list is partial (hit frequency here may not be typical).

SMILES	PTHR1 agonist	Akt phos inh	FUS suppressor	MmCpn inh	GLP1R cytotox	TDP43 rescue	aSyn yeast inh	Abeta yeast res	GLP-1R inv ag
CCCCNC(=S)N(C)/N=C/c1ccc2c(c1)OCO2	-11%	i	4%	-3%	4%	?	-11%	-29%	?
O=C(Nc1ccc(F)c(Cl)c1)c1cncs1	-21%	i	26%	1%	2%	-6%	-11%	-19%	4%
COc1ccc(CCNC(=O)c2ccc(Cl)cc2)cc1OC	-15%	i	9%	-3%[15.4 µM]	1%[7.66 µM]	3%	17%	2%	19%[7.66 µM]
N#Cc1cccc(C(=O)Nc2cccc(S(=O)(=O)N3CCCC3)c2)c1	-16%	i	25%	-9%	-1%	-6%	0%	11%	2%
Cc1cc(Cn2nc(-c3ccccc3)cc2C(=O)NCC2CC2)on1	-19%	i	-5%	2%	11%	3%	-2%	0%	-14%
CCN(CC)CCCNC(=O)C1CCN(S(=O)(=O)CC)CC1	18%	.	-7%	.	8%	4%	.	12%	7%
COc1cccc(N2C(=O)N(c3ccccc3Cl)C3CS(=O)(=O)CC32)c1 (configuration not stated)	-8%[57.5 µM]	i	26%	-3%	-2%	17%	-8%	-12%	0%
CCOc1ccccc1-c1nc(-c2cccc(Br)c2)no1	i	i	10%	-8%	0%	-18%	-16%	-26%	3%
CCN(C(=O)c1cn(C)c(=O)c2ccccc12)c1cccc(C)c1	-1%	.	15%	.	-6%	-18%	.	-16%	-4%
CCC(C)c1ccc(NC(=O)c2cccnc2)cc1 (configuration not stated)	-16%[57.5 µM]	i	21%	0%	-17%	-1%	-4%	23%	?
C[N+](C)(C)CCN1C(=O)CSC1=O	-10%	i	7%	1%	.	-16%	-3%	-9%	134%[activator]
CC[C@]12c3[nH]c4ccc(Cl)cc4c3CCN1C(=O)[C@@H](CC(=O)NCc1ccco1)C[C@@H]2C(=O)N1CCN(C(=O)c2ccco2)CC1	5%	i	29%	-11%	0%	3%	4%	-7%	-8%

Sorted by molar mass (largest number first): 5 of the compounds above.
SMILES	PTHR1 agonist	Akt phos inh	FUS suppressor	MmCpn inh	GLP1R cytotox	TDP43 rescue	aSyn yeast inh	Abeta yeast res	GLP-1R inv ag
Cc1cc(Cn2nc(-c3ccccc3)cc2C(=O)NCC2CC2)on1	-19%	i	-5%	2%	11%	3%	-2%	0%	-14%
CCN(CC)CCCNC(=O)C1CCN(S(=O)(=O)CC)CC1	18%	.	-7%	.	8%	4%	.	12%	7%
COc1ccc(CCNC(=O)c2ccc(Cl)cc2)cc1OC	-15%	i	9%	-3%[15.4 µM]	1%[7.66 µM]	3%	17%	2%	19%[7.66 µM]
CCC(C)c1ccc(NC(=O)c2cccnc2)cc1 (configuration not stated)	-16%[57.5 µM]	i	21%	0%	-17%	-1%	-4%	23%	?
C[N+](C)(C)CCN1C(=O)CSC1=O	-10%	i	7%	1%	.	-16%	-3%	-9%	134%[activator]

More structures follow.
SMILES	PTHR1 agonist	Akt phos inh	FUS suppressor	MmCpn inh	GLP1R cytotox	TDP43 rescue	aSyn yeast inh	Abeta yeast res	GLP-1R inv ag
CC12CCC(=O)N1C(C(=O)Nc1ccccc1N1CCCCC1)CS2 (configuration not stated)	-22%	i	.	2%	-3%	4%	-1%	1%	?
COc1ccc(NC(=O)CC2C(=O)NCCN2C(=O)c2ccccc2)cc1 (configuration not stated)	i	i	29%	1%	-1%	-5%[1.82 µM]	-8%	2%	4%
COC(=O)COc1ccc2c(-c3ccc(OC)cc3)cc(=O)oc2c1	-9%	i	-31%	-2%	4%	11%	3%	9%	7%
Cc1c(CN2CCC(n3nccc3NC(=O)C3CCOC3)CC2)[nH]c2ccccc12 (configuration not stated)	i	i	.	-2%	20%	18%	0%	5%	-24%
COc1ccc(-n2c(=S)[nH]c3cc(C(=O)NCc4ccccc4)ccc3c2=O)c(OC)c1	-41%	i	?	-1%	0%	-11%	4%	-6%	-26%
COc1ccc(C[C@@H]2OC3(C=CC(=O)C=C3)O[C@H]2Cc2ccc(OC)cc2)cc1	-11%	i	.	.	4.5µM*	?	8%	-14%	?
CCN1CCN(Cc2ccc(NC(=O)c3cc(NC(=O)c4ccno4)cc(OC)c3)cc2C(F)(F)F)CC1	-14%	i	2%&5%	0%	?	6%&2%	2%&0%	8%&-4%	?
CC1(C)CC(N2CCN(C(c3ccccc3)c3ccccc3)CC2)=CC(=[N+]2CCCCC2)C1	-42%[inhibitor]	i	3%	-1%	-30%	2%	4%	11%	?
COc1ccc(OCc2nc3c4c(ncn3n2)-c2ccccc2CC42CCCC2)cc1	i	i	.	-1%	-2%	13%	-6%	-6%	?
O=C(CN1C(=O)COc2ccc(S(=O)(=O)N3CCCCCC3)cc21)N1CCN(c2ccc(F)cc2)CC1	i	.	24%	.	1%	-3%	.	1%	?
Cc1cc(C)c(S(=O)(=O)N(C)CC(=O)NCc2ccccn2)c(C)c1	i	i	4%	0%	10%	-19%	-3%	3%	10%
Cc1ccc(NC(=O)Cn2cc(S(=O)(=O)NC(C)C)c(S(=O)(=O)NC(C)C)c2)cc1Cl	i	.	6%	.	-24%	17%	.	-19%	?
CCC(C)(C)C(=O)Nc1ccc(OC)cc1[N+](=O)[O-]	i	i	29%	2%	15%	-8%	2%	-2%	-5%
Cc1cc(C(=O)N2CCN(Cc3ccc4c(c3)OCO4)CC2)on1	i	i	-15%	-8%	-13%	16%	-4%	-4%	-7%
CCN(CC)CCN1C(=O)C(=O)/C(=C(/O)c2ccc(C)cc2)C1c1cccnc1 (configuration not stated)	i	i	-3%	?	4%	7%	1%	21%	11%
Cc1c(CCC(=O)N[C@@H](CC(C)C)C(=O)O)c(=O)oc2cc3oc4c(c3cc12)CCCC4	-61%[inhibitor]	i	?	0%	11%	1%	5%	-12%	4%
CCn1cc(C(=O)NCCC(C)C)c(=O)c2cc(F)c(N3CCN(C)CC3)cc21	-6%	i	-24%	0%	1%	2%	1%	-6%	-40%
Cc1ccc(-c2csc3ncnc(SCC(=O)c4ccc5c(c4)OCCO5)c23)cc1	i	i	24%	-9%	3%	-15%	-4%	-9%	-41%
CC(=O)NC(c1ccccc1)c1nc(-c2cncnc2)cs1 (configuration not stated)	i	i	-29%	.	5%	0%	0%	-3%	19%
CCC(=O)N1c2ccccc2CC1C(=O)NCCc1ccc(C)cc1 (configuration not stated)	-6%	.	-14%	.	0%	0%	.	0%	3%
Cc1ccc(SCCC(=O)N2CCOCC2)cc1	-23%[57.5 µM]	i	-12%	-1%	-12%	-7%	-7%	7%	7%
C=CCN=C1SC(C)C(=O)N1S(=O)(=O)c1ccccc1 (configuration not stated)	i	i	?	2%	-1%	1%	9%	-3%	9%
COC(=O)C1C/C(=N\NS(=O)(=O)c2ccc(C)cc2)c2ccsc2C1 (configuration not stated)	i	i	0%	1%	4%	30%	3%	15%	1%
COc1ccccc1NS(=O)(=O)c1ccc(NN=C2CCCCC2)c([N+](=O)[O-])c1	-23%	i	.	-10%	?	11%	8%	-6%	?
CCCCN(C(=O)c1cccc(-n2cnnn2)c1)c1c(N)n(CCCC)c(=O)[nH]c1=O	i	i	-43%	.	7%	3%	-1%	0%	4%
COCCN1C=C(C(=O)OC)C(c2ccccc2Cl)C(C(=O)OC)=C1	i	i	13%	1%	163%[activator][7.66 µM]	-15%	-5%	-5%	16%[7.66 µM]
COc1ccc(NS(=O)(=O)c2cccc(C(=O)NCCCn3ccnc3)c2)cc1	i	i	0%	-4%	-1%	18%	7%	11%	8%

Source: PubChem (National Center for Advancing Translational Sciences (NCATS))
